Bioassay records deposited in PubChem BioAssay by Broad Institute.
RAD52 inh: RAD52 (human) annealing inhibition | P43351 | recombinant RAD52 DNA annealing, FRET fluorescence | inhibition, % at 18.7 µM | 360,000 compounds, 0.46% hits | AID 651710;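 active means every replicate showing at least 50% inhibition; inconclusive means mean inhibition at least 50% but not in every replicate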
INS-1E GSIS act: GLuc luminescence reporter in INS-1E cells, primary screen for activators of glucose-dependent secretion of insulin. activation, % at 16.6 µM. INS-1E GLuc reporter insulin secretion, 2-3 h. 370,000 compounds, 0.61% hits;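 active means lowest replicate activation of at least 40%, so every replicate reaches that level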;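 further: 0% = median of neutral control wells and 100% = median of IBMX positive control wells; some compounds called inactive have numbers as strong as hits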
RAD54 inh: inhibitors of human RAD54 branch migration; Q92698; RAD54 Holliday junction branch migration, FAM/BHQ fluorescence; 360,000 compounds, 0.14% hits; inhibition, % at 10.4 µM; AID 602329;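 active means mean normalized replicate activity at least 40 and at least half of replicates scoring 40 or more; inconclusive means only one of the two criteria met; inactive means mean below 40 and under half of replicates reaching 40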;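 further: 0% = median of neutral control wells and 100% = median of positive control wells; inhibitors cause a drop in the FAM fluorescence signal; in these data hits start at about 50%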
esBAF inh: SWI/SNF esBAF complex inhibition; mouse ES cells, Bmi1-luciferase knock-in reporter, 24 h; 100% = twice the neutral-well signal; reporter increase, % at 12.5 µM; 350,000 compounds, 2% hits; AID 602393; in the data active means activation above about 40%; inconclusive means no clear call, values can overlap the other calls;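 further: 0% = median of the plate's neutral control wells and 100% = double that signal; a rise in the Bmi1 reporter signal indicates esBAF inhibition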
F508del corr: CFTR F508del correction in bronchial cells; CFBE cells, YFP halide quenching; stimulated with forskolin plus potentiator P3; % fluorescence drop versus neutral controls; activity (quench increase), % at 7.58 µM; 350,000 compounds, 0.36% hits;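 active means mean added fluorescence quench of at least 8% versus neutral control, with both replicates also reaching 8%; inconclusive means only one of the mean or replicate conditions met; inactive means mean below 8% and not both replicates reaching 8%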;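 further: cells transiently co-express mutant CFTR-F508del with the halide-sensitive YFP; corrector assay measuring rescue of mutant channel to the surface after 24 h compound exposure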
ARNT-TACC3 inh: disrupts binding between human ARNT and TACC3. Q9Y6A5. AlphaScreen His-ARNT PAS-B/GST-TACC3 binding, luminescence; TACC3 fragment carries E629A point mutation. inhibition, % at 9.99 µM. 390,000 compounds, 0.66% hits. AID 623870;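 active means mean inhibition of replicates at least 50% and at least half of replicates each reaching 50%; inconclusive means half or more replicates reach 50% but mean below 50%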;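 further: 0% = complete ARNT plus TACC3 wells and 100% = ARNT alone without TACC3; many hits fall short of the cut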
ERAP1 inh: inhibitors of human ERAP1 aminopeptidase; AID 652197; 340,000 compounds, 0.15% hits; Q9NZ08; recombinant ERAP1, Leu-AMC fluorescence, 60 min; inhibition, % at 10.7 µM;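 active means mean replicate inhibition of at least 30%, or all replicates individually reaching that 30% level; inactive means mean below 30% and not every replicate reaching it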;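 further: 0% = neutral control wells and 100% = L-leucinethiol positive control wells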
Target sequence (Q9NZ08 whole entry, looked up): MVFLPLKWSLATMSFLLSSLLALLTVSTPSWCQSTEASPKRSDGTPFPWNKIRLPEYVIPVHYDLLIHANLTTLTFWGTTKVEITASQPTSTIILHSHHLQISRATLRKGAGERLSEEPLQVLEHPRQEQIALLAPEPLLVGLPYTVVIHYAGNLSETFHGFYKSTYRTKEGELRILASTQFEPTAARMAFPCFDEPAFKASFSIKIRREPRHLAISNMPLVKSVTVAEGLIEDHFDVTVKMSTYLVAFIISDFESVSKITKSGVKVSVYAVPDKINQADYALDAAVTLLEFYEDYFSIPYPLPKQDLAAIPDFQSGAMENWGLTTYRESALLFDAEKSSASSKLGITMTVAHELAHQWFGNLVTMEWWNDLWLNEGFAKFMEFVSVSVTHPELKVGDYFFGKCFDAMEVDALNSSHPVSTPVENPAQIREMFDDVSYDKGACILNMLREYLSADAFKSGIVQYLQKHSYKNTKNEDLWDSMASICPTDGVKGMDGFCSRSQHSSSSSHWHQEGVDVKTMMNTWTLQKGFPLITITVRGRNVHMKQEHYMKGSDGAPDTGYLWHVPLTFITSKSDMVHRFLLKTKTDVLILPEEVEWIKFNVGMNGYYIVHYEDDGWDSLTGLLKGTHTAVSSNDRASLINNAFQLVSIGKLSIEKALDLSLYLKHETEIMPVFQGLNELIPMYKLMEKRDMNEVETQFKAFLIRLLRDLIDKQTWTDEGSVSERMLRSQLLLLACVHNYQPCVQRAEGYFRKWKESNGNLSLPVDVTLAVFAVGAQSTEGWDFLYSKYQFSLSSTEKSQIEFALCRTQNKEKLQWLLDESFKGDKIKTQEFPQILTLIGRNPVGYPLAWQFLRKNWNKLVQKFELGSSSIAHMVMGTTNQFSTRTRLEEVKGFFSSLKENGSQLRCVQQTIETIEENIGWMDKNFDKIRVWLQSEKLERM
XiGFP reactiv: activators of X-chromosome reactivation in mouse fibroblasts. XiGFP mouse fibroblasts, % GFP-positive cells imaging, 3 d; cells co-treated with 5-aza-dC sensitizer; scaled so ellipticine positive control = 100%. activation, % at 7.58 µM. 360,000 compounds, 0.055% hits. AID 743238;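 active means mean normalized replicate activation at least 10% and every replicate at or above 10%; inconclusive means only one of the two criteria met; inactive means mean below 10% and not all replicates reach 10%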;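 further: 0% = median of on-plate neutral control wells and 100% = ellipticine 6 µM median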
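Assay system – SV40-immortalized XiGFP fibroblast cells, line 68-5-11 · Buffer or medium – DMEM supplemented with 5-aza-dC as sensitizing agent · Dosing – one concentration, pinned · Benchmarks – positive control ellipticine, 6 µM final · Times – 3 days compound exposure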
Active calls of the source: *; ? = inconclusive; . = not tested or not shown.

compound,ARNT-TACC3 inh,ERAP1 inh,XiGFP reactiv,esBAF inh,INS-1E GSIS act,RAD54 inh,RAD52 inh,F508del corr
O=C(NCc1ccc(F)cc1)N1CCc2ccccc2C1,-2,-6,-0.1,16,-19,8,5,-2.4
C[C@@H]1CCCCO[C@H](CN(C)C(=O)C2CCCCC2)[C@H](C)CN([C@H](C)CO)C(=O)c2cc(NC(=O)c3ccccc3)ccc2O1,4,0,0.0,3,-34,13,21,1.0
O=C(CN1C(=O)c2ccccc2S1(=O)=O)Nc1cc(S(=O)(=O)N2CCCCC2)ccc1Cl,6,-1,0.0,1,9,0,-13,1.4
O=C(Nc1ccc(Cl)c(Cl)c1)N(CCCN1CCOCC1)Cc1cccs1,.,-1,0.0,4,.,-1,-12,-1.1
COc1ccc(CN(C)CC(=O)NC(=O)NC2CCCCC2)cc1,7,-2,0.1,-6,-19,-7,3,2.3
CO[C@@H]1CN(C)C(=O)c2cc(NC(=O)c3cnccn3)ccc2OC[C@H](C)N(CCc2ccccc2)C[C@@H]1C,4,0,-0.3,6,2,-2,-10,2.8
Cc1ccc(N=C2NC(=O)/C(=C\c3ccsc3)S2)c(C)c1,0,-1,0.0,.,.,-3,-15,2.1
Cc1ccccc1Nc1cccc2nonc12,-5,0,0.2,1,-22,-28,-20,.
CC1CCN(S(=O)(=O)c2cc(F)ccc2CN2C(=O)c3cccnc3C2=O)CC1,18,0,0.0,-4,-16,-14,-7,-2.6
C[C@H](CO)N1C[C@H](C)[C@@H](CN(C)S(=O)(=O)c2cccs2)OCCCC[C@H](C)Oc2ccc(NC(=O)NC3CCCCC3)cc2C1=O,14,.,0.0,0,-10,-6,.,1.3
COc1ccc(C2CC(c3ccccc3OC(=O)/C=C/c3ccccc3)=NN2C(C)=O)cc1 (stereo unspecified),0,5,-0.1,?,-2,-25,-13,-3.4
COc1cc(C(c2sc3nc(C)nn3c2O)N2CC(C)OC(C)C2)cc(OC)c1OC (stereo unspecified),0,-3,-0.1,-5,.,-3,10,-0.8
C[C@H]1CN([C@@H](C)CO)C(=O)c2cccc(NC(=O)Nc3ccccc3)c2O[C@@H]1CN(C)Cc1ccc2c(c1)OCO2,2,0,-0.6,-2,-4,-10,0,-1.7
CCCCc1c(-c2ccccc2OC)ncn1CCc1cccc(OC)c1,.,4,0.3,.,20,.,-4,1.3
O=C(O)c1ccc(-n2nnnc2SCc2ccccc2F)cc1,.,1,0.0,-2,61*,11,-16,0.7
O=C(C[C@@H]1CC[C@@H]2[C@H](COC[C@@H](O)CN2C(=O)Nc2cccc(F)c2)O1)NCc1ccccc1Cl,-3,-1,0.1,32,-16,6,3,-0.5
Cc1ccc(NS(=O)(=O)c2ccc(N3CCN(c4ccc(O)cc4)CC3)c([N+](=O)[O-])c2)c(C)c1,11,3,-0.1,.,.,-7,-17,1.7
COc1ccc(N(CC(=O)Nc2cccc(C(F)(F)F)c2)S(=O)(=O)c2c(C)[nH]c(=O)[nH]c2=O)cc1,2,0,-0.1,-3,-12,-2,-15,0.0
CCCCn1c(N)c(N(CCOC)C(=O)C2CCN(S(=O)(=O)c3ccc(C)cc3C)CC2)c(=O)[nH]c1=O,.,1,0.0,5,-2,20,-11,1.4
C[C@H]1CCCCO[C@H](CN(C)Cc2ccncc2)[C@@H](C)CN([C@@H](C)CO)C(=O)c2cc(NS(=O)(=O)c3cn(C)cn3)ccc2O1,-4,0,0.1,0,4,3,-8,-2.6
CCN(CC)c1ccc(/C=C2\C(=N)N3N=C(CC(=O)N4CCOCC4)SC3=NC2=O)cc1,4,3,0.2,4,10,-144,-443,2.7
CCCNC(=O)N1C[C@@H](O)COC[C@@H]2O[C@H](CC(=O)N3CCCCC3)CC[C@H]21,-7,1,-0.1,-1,16,0,1,-0.7
CCCSc1cc(N2CCCC2)nc(-c2ccccc2)n1,8,.,.,-5,-1,0,.,.
COC(=O)c1cc(NC(=O)c2cc(-c3ccccc3Cl)oc2C(F)(F)F)ccc1N1CCOCC1,-6,4,0.1,-3,-21,-3,-20,0.0
COc1ccc(/C=C/c2nc3ccccc3n2Cc2ccccc2OC)cc1,-2,2,0.1,.,-5,.,-38,.
C[C@@H]1CN([C@H](C)CO)C(=O)c2cc(C#Cc3ccccc3)cnc2O[C@@H]1CN(C)C(=O)CCN1CCCCC1,-4,-3,-2.0,-1,-17,9,24,4.5
CC(C)c1ccc(NC(=O)c2csnn2)cc1,-2,-4,.,-12,7,4,-13,-1.3
COc1ccc(OC)c(NC(=O)NNC(=O)CCCOc2ccc(Cl)cc2C)c1,-5,-1,-0.1,.,-23,.,-15,-0.1
Cc1ccc(C(=O)N/C(=C\c2ccccc2)C(=O)NCc2ccncc2)cc1,-2,1,-0.5,.,-6,-14,-1,-0.5
CCCNC(=O)C1(C)CCN(Cc2ccc(Cl)c(Cl)c2)C1 (stereo unspecified),.,6,0.0,-5,-6,-9,3,-1.1
COC(=O)c1ccc2nc(-c3ccc(OC)c(OC)c3)c(Cc3ccccc3C(F)(F)F)n2c1,.,-2,0.3,.,-6,.,-15,0.5
O=C(C[C@H]1C[C@@H]2c3cc(NC(=O)NC4CCCC4)ccc3O[C@@H]2[C@@H](CO)O1)NCc1cccnc1,.,1,-0.1,.,-17,.,-11,-0.3
O=C(COc1ccccc1)N(Cc1ccco1)C1CCS(=O)(=O)C1 (stereo unspecified),4,0,.,.,10,.,-25,-1.6
CO[C@H]1CN(C)C(=O)c2cc(NC(=O)CC(F)(F)F)ccc2OC[C@@H](C)N(C(C)=O)C[C@@H]1C,.,-2,0.3,.,6,.,-7,0.8
CCN(CC)C(=S)NC(=O)c1ccc(F)cc1,8,-2,0.0,-14,-5,4,-3,0.0
CSc1ccccc1C(=O)N(C)Cc1ccccc1,0,.,0.1,-2,4,1,-13,-0.2
CCCn1nnc(NC(=O)C(C)C)n1,-10,0,0.0,1,12,-2,3,-0.1
CC1Cc2nc(SCC(=O)N3CCN(c4ccccc4)CC3)n(C)c(=O)c2S1 (stereo unspecified),1,2,0.0,7,-3,5,-5,-2.2
CCC(C)C(NC(=O)C1CCC(C)CC1)C(=O)NCCCN1CCCCC1CC (stereo unspecified),-12,.,-0.1,6,0,.,-6,0.1
C/C=C/c1ccc2c(c1)[C@H]1[C@H](CCN1C(=O)c1ccc(F)cc1)[C@H](CO)N2,.,0,0.0,.,10,.,-17,1.4
O=C(C[C@@H]1C[C@H]2c3cc(NC(=O)Cc4ccncc4)ccc3O[C@H]2[C@@H](CO)O1)NCc1ccc2c(c1)OCO2,-6,-2,0.2,-5,-21,0,-10,1.8
COc1cccc(NC(=O)CN(C)C(=O)Cc2ccc(Cl)cc2Cl)c1,-27,-1,0.0,5,-12,-2,-31,-0.8
Cc1ccc(NC(=O)c2ccc(NC(=O)C3CCCCC3C(=O)O)cc2)cc1 (stereo unspecified),-15,-20,0.0,1,-8,-2,-12,0.5
CCCOc1nc(C)cc(COC)c1C(N)=O,2,-5,-0.1,.,5,.,-14,2.1
COc1cc(NC(=O)c2cc(C)on2)cc(OC)c1OC,-9,-2,.,.,6,.,-20,0.5
COc1cccc(-n2nnnc2SCC(=O)NC2CCCC2)c1,-2,.,.,0,7,3,.,.
COC(=O)c1ccc(/C=N/NC(=O)C(=O)NCC2CCCO2)cc1 (stereo unspecified),-5,-19,0.0,.,25,.,7,-1.1
COc1ccc(NC(=O)CSc2nccn2Cc2ccccc2)c(OC)c1,18,5,0.0,12,-8,-17,-6,-3.2
O=C(c1ccccc1)N(Cc1nc2ccccc2c(=O)[nH]1)C1CCCCC1,-3,-2,0.0,.,-8,.,-7,0.8
C(#Cc1ccccc1)C[N+]1(CC#Cc2ccccc2)CCCCC1,.,-1,0.0,-55,-9,0,-10,2.4
CCOc1ccc(NC(=O)CN(C)C(=O)CSCc2ccc(C)cc2)cc1OCC,-12,0,0.0,-7,-22,-5,-5,1.7
Cc1cc(N2CCCCC2)nc(N2CCCCC2)n1,1,-2,0.2,.,4,.,-5,-0.9
Cc1noc(C)c1S(=O)(=O)N(C)C[C@H]1Oc2ccc(NC(=O)Nc3ccccc3)cc2CC(=O)N([C@H](C)CO)C[C@@H]1C,.,.,0.2,3,6,.,.,2.4
Cc1ccc(C)c(NC(=O)C(Sc2nc3ccccc3c(=O)n2CC(C)C)c2ccccc2)c1 (stereo unspecified),-29,.,0.1,.,-3,.,.,4.1
COc1cccc(C#Cc2cnc3c(c2)C(=O)N([C@H](C)CO)C[C@@H](C)[C@H](CN(C)C(=O)C2CCC2)O3)c1,-9,-4,-0.4,3,-7,-3,11,1.2
COc1ccc(/C=C2\SC(=S)N(CCC(=O)N3CCCCC3CCO)C2=O)cc1 (stereo unspecified),0,-3,0.0,-42,10,-3,-30,-3.4
CN1C(=O)c2cc(NC(=O)c3cccs3)ccc2OC[C@@H]2O[C@@H](CC(=O)N3CCOCC3)CC[C@H]21,-3,-2,0.6,6,5,2,-5,1.0
COc1ccc(S(=O)(=O)N[C@H]2CC[C@@H](CCNC(=O)c3ccccc3F)O[C@@H]2CO)cc1,.,.,-0.2,2,-7,-3,-5,-0.5
COc1ccc2c3c([nH]c2c1)[C@H](CO)N(C(=O)Nc1ccc(F)cc1)CC31CN(C(=O)Nc2c(C)noc2C)C1,.,-3,0.0,.,4,.,-4,-2.1
Cc1cccc(C)c1NC(=O)Cn1c(CN2CCCCC2)nc2ccccc2c1=O,1,.,.,-5,7,-8,.,.

The results go on.
compound,ARNT-TACC3 inh,ERAP1 inh,XiGFP reactiv,esBAF inh,INS-1E GSIS act,RAD54 inh,RAD52 inh,F508del corr
CCC(=O)N1C[C@@H](C)[C@H](OC)CN(C)C(=O)c2cc(NS(C)(=O)=O)ccc2OC[C@@H]1C,1,1,0.4,1,0,1,3,-1.2
O=C(C[C@@H]1CC[C@H](NC(=O)Cc2cccnc2)[C@H](CO)O1)NCc1ccc2c(c1)OCO2,-7,3,0.1,-2,6,0,5,-0.8
CCCCc1ccc(NC(=O)CSC2=NN3CCCC(=O)N=C3S2)cc1,-8,1,0.0,-5,-2,-6,1,1.0
NS(=O)(=O)c1ccc(N=Nc2c(-c3ccccc3)[nH]n(-c3nc(-c4ccccc4)cs3)c2=O)cc1,-2,.,0.0,.,-15,-1,.,.
COc1cc(OC)cc(C(=O)NC(=S)NNC(=O)[C@H]2C[C@@H]2c2ccccc2)c1,17,0,0.2,0,.,15,-3,-0.1
Cc1c(C(=O)N2CCN(Cc3ccccc3)CC2)oc2c1C(=O)CCC2,2,3,0.2,13,5,-2,-7,-0.3
O=C(Nc1ccc2c(c1)OCCO2)C1c2ccccc2OCC(=O)N1CCc1ccccc1 (stereo unspecified),.,.,-0.1,.,1,.,-3,-0.7
CCc1ccccc1NC(=O)CSc1nnc(-c2ccncc2)o1,-5,6,0.0,.,8,.,-23,0.8

Outcome played no part in choosing rows; any-hit rate near 3.3%.
